Screens as filed in PubChem.
CHRM4 PAM: potentiates acetylcholine response at human M4 receptor; AID 624126; activation, % at 3 µM; CHO-K1 hM4/Gqi5, Fluo-8 calcium fluorescence, ACh EC20; 0% = ACh EC20, 100% = maximal ACh; P08173; 0.4% of 360,000 active;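 active = activation above its plate's cutoff, the mean activation of sample wells plus 3 SD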; note: some results filed as inactive read as strong as hits
Target sequence (P08173 whole entry, looked up): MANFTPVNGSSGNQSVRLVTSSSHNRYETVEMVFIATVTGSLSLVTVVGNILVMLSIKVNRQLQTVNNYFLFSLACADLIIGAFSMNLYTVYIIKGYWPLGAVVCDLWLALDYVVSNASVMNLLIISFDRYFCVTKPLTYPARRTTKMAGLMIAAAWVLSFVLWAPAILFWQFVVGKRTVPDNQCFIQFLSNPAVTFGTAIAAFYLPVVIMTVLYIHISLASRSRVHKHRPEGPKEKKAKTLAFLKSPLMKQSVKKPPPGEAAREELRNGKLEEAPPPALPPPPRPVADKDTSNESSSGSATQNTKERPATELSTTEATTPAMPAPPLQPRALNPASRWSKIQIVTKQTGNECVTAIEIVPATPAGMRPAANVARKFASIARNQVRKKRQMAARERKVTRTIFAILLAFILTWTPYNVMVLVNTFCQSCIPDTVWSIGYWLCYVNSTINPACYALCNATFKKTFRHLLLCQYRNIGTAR
M1 antag: human CHRM1 antagonism; 1.3% of 360,000 active; CHO-K1 hM1, Fluo-8 calcium fluorescence, ACh EC80 antagonist; inhibition, % at 3 µM;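 active = percent inhibition above its own plate's cutoff, namely the mean of that plate's compound wells plus 3 SD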;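 note: peak over basal fluorescence ratio during 140 s after agonist addition; 0% = ACh EC80 plus DMSO and 100% = DMSO alone without agonist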
Target sequence (P11229 whole entry, looked up): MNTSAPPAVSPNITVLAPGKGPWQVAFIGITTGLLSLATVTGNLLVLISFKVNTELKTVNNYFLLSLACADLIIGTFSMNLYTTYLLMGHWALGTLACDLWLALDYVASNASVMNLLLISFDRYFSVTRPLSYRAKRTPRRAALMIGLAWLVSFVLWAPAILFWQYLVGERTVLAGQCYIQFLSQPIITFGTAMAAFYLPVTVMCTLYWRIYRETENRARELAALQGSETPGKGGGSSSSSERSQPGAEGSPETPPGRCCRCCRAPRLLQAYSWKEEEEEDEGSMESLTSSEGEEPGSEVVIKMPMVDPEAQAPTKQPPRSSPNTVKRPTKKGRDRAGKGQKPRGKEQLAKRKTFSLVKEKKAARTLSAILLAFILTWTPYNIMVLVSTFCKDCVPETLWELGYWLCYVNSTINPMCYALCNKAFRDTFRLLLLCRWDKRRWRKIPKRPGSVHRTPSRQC
M5 ag: CHRM5 agonism in calcium assay; activation, % at 3 µM; CHO-K1 hM5 cells, Fluo-8 calcium fluorescence; 0% DMSO wells, 100% maximal acetylcholine response; 0.19% of 360,000 active; P08912;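 active = activation above the run's mean over test compounds plus 3 SD, cut at about 23% in these data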;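 note: signal is peak over basal fluorescence ratio across the kinetic read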
CHRM4 agonist: agonists of human muscarinic M4 receptor (CHRM4); P08173; CHO-K1 hM4/Gqi5, Fluo-8 calcium fluorescence; vehicle 0%, full acetylcholine response 100%; activation, % at 3 µM; 0.14% of 360,000 active; AID 624127;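 active = activation above the run mean over all test wells plus 3 SD, cut at about 32% in these data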;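 note: peak over basal fluorescence ratio per well then scaled between controls; 0% = DMSO wells and 100% = acetylcholine at EC100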
M1 PAM: human CHRM1 positive allosteric modulation | P11229 | CHO-K1 hM1, Fluo-8 calcium fluorescence, ACh EC20; 0% = ACh EC20, 100% = maximal ACh | activation, % at 3 µM | 0.088% of 360,000 active | AID 588819; in the data active = activation above about 19%, passing the limit was not always enough
CRFBP-R2 agonist: CRF-BP/CRF-R2 complex agonism. HEK293 CRF-R2/CRF-BP, calcium dye fluorescence (FLIPR); percent of saturating CRF peptide response. activation, % at 13.2 µM. 0.46% of 350,000 active;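 active = activation of at least 50%, plus an integration ratio under a set limit after plate pattern correction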;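 note: plate controls were neutral control wells without compound for no effect and CRF at EC100 for full effect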
CHRM5 antagonist: antagonists of human muscarinic M5 receptor (CHRM5); inhibition, % at 3 µM; AID 624040; P08912; CHO-hM5 cells, Fluo-8 calcium fluorescence, ACh EC80; 0.59% of 360,000 active;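 active = inhibition above a per-plate cutoff, the mean of that plate's test compounds plus 3 SD, cut at about 27% in these data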;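 note: 0% = acetylcholine EC80 with DMSO and 100% = DMSO without agonist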
M4 antag: antagonists of human muscarinic M4 receptor (CHRM4); CHO-hM4 cells, ACh EC80, Fluo-8 calcium fluorescence; AID 624125; inhibition, % at 3 µM; 0.73% of 360,000 active; P08173;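 active = inhibition above its plate's cutoff, the mean inhibition of sample wells plus 3 SD, cut at about 27% in these data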;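 note: 0% = acetylcholine EC80 with DMSO and 100% = DMSO without agonist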
CHRM5 PAM: CHRM5 positive allosteric modulation. P08912. CHO-K1 hM5, Fluo-8 calcium, ACh EC20 PAM; 0% = ACh EC20, 100% = ACh EC100. activation, % at 3 µM. 0.3% of 360,000 active;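 active = activation above the run cutoff, the mean activation of all test compounds plus 3 SD, cut at about 18% in these data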
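Replicates: One well per compound, no replicates | System: Human M5 receptor in CHO-K1 cells | Benchmarks: Low control EC20 acetylcholine (0%), high control EC100 acetylcholine (100%) | Probe or stimulus: Acetylcholine, EC20 level | Times: Fluo-8 loading 80 min at 37 °C plus 30 min room temperature | Signal: Intracellular calcium via Fluo-8 fluorescence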
An asterisk follows results filed as active; . = no result given.

no.	Molecule	CHRM4 PAM	M1 antag	M5 ag	CHRM4 agonist	M1 PAM
1	COc1ccc(C2=NOC(C(=O)NCc3ccc(F)cc3)C2)cc1OC (stereo not given)	5	10	5	1	-4
2	Cc1cccc(CSCc2ccc(C(=O)NC(C)C)o2)c1	-7	-9	1	8	-2
3	Cc1ccc(NC(=O)C2CCN(S(=O)(=O)c3c(C)n[nH]c3C)CC2)c(C)c1	1	-6	1	1	4
4	CC(=O)c1cccc(NC(=O)NCc2cccnc2)c1	8	5	2	1	-4
5	CNc1nc2ccccc2n(C)c1=O	-12	23	-3	17	-17
6	CC(C)(C)c1ccc(/C=N/Nc2nncn2N)cc1	2	-14	-4	1	6
7	COc1ccc(NC(=O)C2(C)Cc3c(-c4ccccc4)ccnc3O2)cn1 (stereo not given)	1	-6	2	1	7
8	CCN(CC)CCNC(=O)c1ccccc1N	6	-11	-4	1	7
9	Cc1noc2ncnc(Sc3ccccc3Cl)c12	2	-36	-4	-1	5
10	CCn1cc(C(=O)NCc2ccc(OC)cc2)c(=O)c2ccc(C)nc21	-3	-3	-2	0	3

no.	CRFBP-R2 agonist	CHRM5 antagonist	M4 antag	CHRM5 PAM
1	1.8	-1	-1	4
2	0.8	7	7	-10
3	-1.5	-3	-14	3
4	-1.1	5	-2	-5
5	1.5	8	5	-13
6	-0.7	-7	-8	8
7	.	0	-4	0
8	1.6	-2	-3	5
9	0.2	-3	-2	13
10	-2.0	17	-6	-7

Next section:
no.	Molecule	CHRM4 PAM	M1 antag	M5 ag	CHRM4 agonist	M1 PAM
11	CCCCN1C[C@H](O)[C@@H](O)[C@H](O)[C@H]1CO	0	2	1	1	3
12	CC(C(=O)O)N(C(=O)c1ccccc1)c1ccc(F)cc1 (stereo not given)	3	1	2	1	0
13	CCCC(=O)NC(C)c1nc2ccccc2n1C (stereo not given)	-4	-9	1	0	7
14	O=C(OCc1cc([N+](=O)[O-])cc2c1OCOC2)c1ccc2ccccc2n1	4	1	-5	1	-3
15	CCOc1cc(/C=N/NC(=O)c2ccncc2)ccc1OS(C)(=O)=O	14	-6	1	2	5
16	Cc1nc(C(=O)NC2CCOCC2)sc1C1(C)CC(c2ccccc2)=NO1 (stereo not given)	-6	17	11	6	-6
17	Cc1ccsc1C(=O)Nc1nnc(-c2ccco2)o1	8	0	-2	1	6
18	CSCC[C@H](N)C(=O)N1CCC(C(=O)N[C@H](C)C(=O)NC(C)c2ccccc2)CC1 (stereo not given in full)	-1	19	0	1	-10
19	CCCCCCCC1CC(CSC(=N)N)OC1=O (stereo not given)	-3	-3	-5	6	4
20	CNS(=O)(=O)c1cccc(C(=O)NNC(=O)c2ccc(COc3ccccc3)cc2)c1	-3	-2	-1	4	3

no.	CRFBP-R2 agonist	CHRM5 antagonist	M4 antag	CHRM5 PAM
11	1.4	0	7	0
12	-1.6	2	-7	1
13	0.6	3	-5	-2
14	-1.6	-7	-18	3
15	-0.1	0	3	3
16	6.0	3	-1	-5
17	-1.5	2	5	-1
18	-0.6	4	-5	0
19	-2.0	7	10	-2
20	-0.5	14	3	-4

Looked up by structure from the list above, 2 records:
no.	Molecule	CHRM4 PAM	M1 antag	M5 ag	CHRM4 agonist	M1 PAM
11	CCCCN1C[C@H](O)[C@@H](O)[C@H](O)[C@H]1CO	0	2	1	1	3
14	O=C(OCc1cc([N+](=O)[O-])cc2c1OCOC2)c1ccc2ccccc2n1	4	1	-5	1	-3

no.	CRFBP-R2 agonist	CHRM5 antagonist	M4 antag	CHRM5 PAM
11	1.4	0	7	0
14	-1.6	-7	-18	3

Other structures:
no.	Molecule	CHRM4 PAM	M1 antag	M5 ag	CHRM4 agonist	M1 PAM
21	CC(Sc1cccc[n+]1[O-])C(=O)Nc1cccc(S(=O)(=O)N2CCOCC2)c1 (stereo not given)	13	-1	0	0	2
22	Cc1cc(NCc2ccncc2)ccc1Br	1	-1	-1	5	-3
23	CSc1ccc(C2(O)Cc3cccc[n+]3C2c2ccccc2)cc1 (stereo not given)	-9	2	-17	0	2
24	COc1cccc(C2=NNC(=NCc3ccccc3)SC2)c1	-3	-2	-2	1	3
25	C[C@]12C=C[C@H](O)CC1=CCC1C2CC[C@@]2(C)C1CCC21OCCO1 (stereo not given in full)	-5	-5	3	7	2
26	CCOC(=O)c1[nH]c(C)c(C(=O)OCc2c(C)noc2C)c1C	-11	16	-5	0	-10
27	CCOc1ccc(C(=O)N2CCN(C(=O)c3ccco3)CC2)cc1OCC	2	-23	4	-1	4
28	Cc1nc(CNS(=O)(=O)c2ccc3c(c2)CCCC3)cs1	-6	-1	0	2	-5
29	CCc1ccc(C2(O)CC(C(F)(F)F)=NN2C(=O)Cc2ccc([N+](=O)[O-])cc2)cc1 (stereo not given)	-3	26	-1	0	-8
30	CCCCCCc1nc2ccccc2c(=O)n1N	-11	0	-1	11	-1

no.	CRFBP-R2 agonist	CHRM5 antagonist	M4 antag	CHRM5 PAM
21	0.6	-3	6	7
22	-0.1	9	-5	-6
23	1.3	1	10	-6
24	-3.0	13	3	0
25	1.2	13	-4	-2
26	-1.4	13	12	-7
27	0.2	4	-8	-6
28	-2.1	-2	-3	-8
29	2.9	8	-6	-7
30	-0.5	10	8	-12

Whole records, quoted from the list. Values in the order: CHRM4 PAM, M1 antag, M5 ag, CHRM4 agonist, M1 PAM, CRFBP-R2 agonist, CHRM5 antagonist, M4 antag, CHRM5 PAM
CCOc1ccc(C(=O)N2CCN(C(=O)c3ccco3)CC2)cc1OCC is listed with 2, -23, 4, -1, 4, 0.2, 4, -8, -6
C[C@]12C=C[C@H](O)CC1=CCC1C2CC[C@@]2(C)C1CCC21OCCO1 (stereo not given in full) is listed with -5, -5, 3, 7, 2, 1.2, 13, -4, -2
CCCCCCc1nc2ccccc2c(=O)n1N is listed with -11, 0, -1, 11, -1, -0.5, 10, 8, -12

Four of the compounds above, with bars between the fields.
No. | compound | CHRM4 PAM | M1 antag | M5 ag | CHRM4 agonist | M1 PAM | CRFBP-R2 agonist | CHRM5 antagonist | M4 antag | CHRM5 PAM
21 | CC(Sc1cccc[n+]1[O-])C(=O)Nc1cccc(S(=O)(=O)N2CCOCC2)c1 (stereo not given) | 13 | -1 | 0 | 0 | 2 | 0.6 | -3 | 6 | 7
22 | Cc1cc(NCc2ccncc2)ccc1Br | 1 | -1 | -1 | 5 | -3 | -0.1 | 9 | -5 | -6
23 | CSc1ccc(C2(O)Cc3cccc[n+]3C2c2ccccc2)cc1 (stereo not given) | -9 | 2 | -17 | 0 | 2 | 1.3 | 1 | 10 | -6
24 | COc1cccc(C2=NNC(=NCc3ccccc3)SC2)c1 | -3 | -2 | -2 | 1 | 3 | -3.0 | 13 | 3 | 0

Next part:
no.	Molecule	CHRM4 PAM	M1 antag	M5 ag	CHRM4 agonist	M1 PAM
31	Cc1ccc2cc3cc(C(=O)N4CCN(Cc5ccccc5)CC4)sc3nc2c1	-8	2	-5	1	0
32	COc1ccccc1C(c1nnnn1CCc1ccccc1)N1CCCCCC1 (stereo not given)	-10	-23	-8	-2	-5
33	COC(=O)C(Oc1ccc2c(-c3ccc(OC)cc3)cc(=O)oc2c1)c1ccccc1 (stereo not given)	-14	-4	-5	-1	-3
34	Cn1c(=O)[nH]c(=O)c2c1nc(SCC(=O)O)n2CCc1ccccc1	-2	-18	1	0	12
35	COCCSc1ccccc1C(=O)Nc1cccnc1	0	-20	-7	1	8
36	Cn1nc(C(C)(C)C)cc1N1C(=O)CCC1(C)C(=O)NCc1ccccc1 (stereo not given)	2	-14	3	0	9
37	CCc1n[nH]c2c1C(=O)CC(C)(C)C2	4	-11	-3	0	7
38	O=C(C(=O)N1CCCN(Cc2ccc(F)cc2)CC1)c1ccccc1	1	.	-4	6	.
39	O=C(NCc1ccccc1Cl)c1ccc2c(=O)n(CCCN3CCCC3=O)c(=S)[nH]c2c1	7	1	0	1	9
40	O=C(COC(=O)C12CC3CC(CC(Br)(C3)C1)C2)NNC(=O)c1ccccc1	2	-3	-1	2	5

no.	CRFBP-R2 agonist	CHRM5 antagonist	M4 antag	CHRM5 PAM
31	1.1	4	5	-6
32	1.0	-5	-6	-2
33	-1.4	10	5	-16
34	1.0	1	7	4
35	1.9	-6	1	5
36	.	2	-1	-1
37	1.1	3	-7	5
38	.	-3	-1	-1
39	3.5	1	2	1
40	-0.8	8	-5	7

(list continues)
no.	Molecule	CHRM4 PAM	M1 antag	M5 ag	CHRM4 agonist	M1 PAM
41	C/C(=N/OC(=O)C1CC1)c1cc(-c2ccc(Cl)cc2)no1	-2	-10	-2	4	9
42	O=C(NCCc1ccc2c(c1)OCCO2)c1cc2ccccc2o1	-20	12	3	16	-6
43	FC(F)(F)c1ccc(Sc2nnc(-c3cccs3)n2CC2CCCO2)nc1 (stereo not given)	4	-2	-9	1	6
44	CCOc1ccc(N(CC(=O)Nc2ccc(C)cc2)S(C)(=O)=O)cc1	-3	-10	-4	0	-1
45	O=C(NCc1ccco1)C(=O)c1cn(CC(=O)N2CCCCCC2)c2ccccc12	-11	22	1	13	-3
46	Cc1ccc(OCC(=O)NCC(=O)Nc2ccc(F)cc2)c([N+](=O)[O-])n1	11	-2	-2	1	6
47	Cc1ccc(-c2nc(CS(=O)CC(=O)NCCN3CCCCCC3)c(C)o2)cc1 (stereo not given)	-3	-3	-9	0	-1
48	c1ccc(-c2nc3ccccc3nc2N2CCOCC2)cc1	-1	-44	-2	2	5
49	CCOC(OCC)P(=O)(C(C)C)C(C)C	1	-19	-1	1	1
50	COc1ccc(CNC(=O)C(OC(=O)c2nsc(Cl)c2Cl)C(C)C)cc1 (stereo not given)	3	-11	-2	0	8

no.	CRFBP-R2 agonist	CHRM5 antagonist	M4 antag	CHRM5 PAM
41	0.8	1	5	3
42	-0.8	4	-5	-19
43	-0.2	7	-7	-3
44	-4.1	8	5	-3
45	-2.3	18	1	-9
46	0.6	-2	-1	1
47	0.1	15	8	-3
48	-3.2	1	1	0
49	11	-1	3	4
50	2.2	-2	-5	-7

(listing goes on)
no.	Molecule	CHRM4 PAM	M1 antag	M5 ag	CHRM4 agonist	M1 PAM
51	COc1ccc(/C=N/Nc2ccccn2)cc1O	-3	-4	-1	1	7
52	COc1cccc(/C=N/NC(=O)c2nnn(-c3nonc3N)c2C(C)C)c1	2	7	1	8	6
53	C=CCN1C(=O)c2ccc(C(=O)N3CCC(C(=O)OCC)CC3)cc2C1=O	6	5	2	2	1
54	N=C1C(=O)OCC1c1ccccc1NC(=O)CN1CCOCC1 (stereo not given)	11	2	0	1	0
55	COc1ccc(N2CCN(C(=O)COc3ccc4c(C)cc(=O)oc4c3)CC2)cc1	2	-6	2	7	10
56	CC(=O)O[C@@H]1[C@@]2(C)O[C@H]2CC[C@]23O[C@H]2[C@H](OC3=O)C2=C(C)C(=O)O[C@@]21O	5	-4	-2	2	6
57	CCOc1ccccc1-c1nnc(SCC(=O)NC2CC3CCC2C3)n1CC (stereo not given)	1	-12	-3	1	1
58	Cc1ccc2c(c1)CCCN2C(=O)c1cc2ccccc2oc1=O	-12	18	-5	0	-10
59	CS(=O)(=O)N1CCc2cc(C(=O)N3CCN(c4ccc(F)cc4)CC3)ccc21	3	-4	-4	-1	1
60	COC(=O)/C(=C/c1ccc2c(c1)c1ccccc1n2C)NC(=O)c1ccccc1	-22	11	-2	16	-10

no.	CRFBP-R2 agonist	CHRM5 antagonist	M4 antag	CHRM5 PAM
51	-0.3	16	-6	-16
52	-2.2	7	-17	-3
53	-0.5	4	-3	44*
54	0.1	1	-6	-1
55	-0.6	2	0	0
56	4.4	8	-20	1
57	-1.4	7	0	-5
58	0.7	5	12	-4
59	-0.6	2	1	1
60	-1.5	4	0	-8
